Screening results deposited in PubChem by National Center for Advancing Translational Sciences (NCATS).
a7 integrin act = activators of alpha7 integrin expression for muscular dystrophy. AID 624291. alpha7betagal myoblasts, beta-gal FDG fluorescence, 48 h. 350,000 tested, 0.064% active. Potency, µM (doses to about 38.3 µM), without a hit: top-dose activation, actives largely listed as activators;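 note: potency is the fitted concentration of half-maximal effect; 100% = response of the positive control SU9516; nearly all actives have a fitted effect of over 60% in size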
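alpha7betagal+/- myoblasts (passage 13, 250/well) treated 48 h at 37C with compounds at 1:260 dilution of DMSO stock. Lysed, then beta-galactosidase activity read as FDG fluorescence (ex 480/em 540) after 30 min, with pre-read for autofluorescence.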
ELG1 genotox = genotoxicity induction in ELG1-luciferase HEK293T cells. HEK293T ELG1-luciferase reporter, luminescence, 16 h. Potency, µM (series often up to 46 µM), without a hit: at the highest dose activity change, positive = activation, actives largely listed as activators. 330,000 tested, 1.3% active; note: potency is the fitted concentration of half-maximal effect; % of control where 0% means no effect; nearly all actives have a fitted effect of over 60% in size
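Genotoxicity was scored as increased ELG1-luciferase reporter signal, measured by ONE-Glo luminescence (30 min, room temperature). Compound or vehicle exposure of the HEK293T reporter cells lasted 16 hr at 37°C.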
TSG101-PTAP inh = blocks PTAP/TSG101 interaction to inhibit HIV-1 budding; Q99816; Fluorescence polarization, FITC-PTAP peptide / Tsg101 binding; Potency, µM (titrated, usually from 115 µM), without a hit: at the top dose activity change, negative = inhibition, hits mostly inhibitors; 340,000 tested, under 10 active; active = well fitted inhibition curve with a large enough effect in the main read-out, with a control signal flat, not every such curve was filed as active; inconclusive = small, poorly fitted or top-dose-only effect, or effect the other way, or a change in a side signal; inactive = no such curve, though single readings can be large or run the other way; note: potency is the fitted concentration of half-maximal effect; % of control where 0% means no effect
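Steps: Tsg101 binding domain dispensed (10 uM final), compounds pinned in DMSO, FITC-labeled PTAP-motif peptide added (50 nM final); after 20 min binding at room temperature, polarization measured.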
S-ASM inh = human S-ASM enzyme inhibition. P17405. placental ASM, HMU-PC fluorogenic substrate, 60 min. Potency, µM (doses to about 57.5 µM), inactives show at the highest dose activity change, negative = inhibition, hits mostly inhibitors. 340,000 tested, 0.006% active. AID 504937; note: potency is the fitted concentration of half-maximal effect
Target sequence (P17405 47-631 limits assumed): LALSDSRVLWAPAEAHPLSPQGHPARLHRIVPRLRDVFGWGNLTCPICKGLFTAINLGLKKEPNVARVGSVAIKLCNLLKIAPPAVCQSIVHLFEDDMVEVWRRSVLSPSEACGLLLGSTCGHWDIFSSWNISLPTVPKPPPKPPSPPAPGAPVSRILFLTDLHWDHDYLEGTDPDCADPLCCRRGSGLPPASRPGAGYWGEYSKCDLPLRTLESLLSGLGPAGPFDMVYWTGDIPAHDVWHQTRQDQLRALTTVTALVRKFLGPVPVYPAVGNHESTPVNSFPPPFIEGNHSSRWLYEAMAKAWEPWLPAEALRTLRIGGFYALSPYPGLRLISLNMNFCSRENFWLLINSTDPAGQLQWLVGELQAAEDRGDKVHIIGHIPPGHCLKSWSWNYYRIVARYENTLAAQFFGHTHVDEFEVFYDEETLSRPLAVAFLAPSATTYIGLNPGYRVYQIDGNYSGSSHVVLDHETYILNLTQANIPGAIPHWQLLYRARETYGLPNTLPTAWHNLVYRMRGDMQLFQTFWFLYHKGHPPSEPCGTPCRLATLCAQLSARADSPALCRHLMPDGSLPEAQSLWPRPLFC
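qHTS format. ASM enzyme prepared from human placenta hydrolyses the fluorogenic substrate HMU-PC0 (9 uM final) over 60 min at 37 °C after a 10 min compound preincubation.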
BRCA1 expr act = BRCA1 expression activation | MCF7-BRCA1-FFLuc reporter, luminescence, 48 h; response scale: scaled: vehicle 0%, 10 µM genistein 100% | Potency, µM (series often up to 46.1 µM), for inactives: at the top dose activation, usual class: activators | 380,000 tested, 1.1% active; note: potency is the fitted concentration of half-maximal effect; nearly all actives have a fitted effect of over 80% in size; some results filed as inactive show a strong effect at the top dose
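Luminescence from a BRCA1-driven firefly luciferase in MCF7 cells was the read-out, taken 15 min after substrate addition following 48 h compound exposure at 37 °C. Data were normalized to a 10 microM genistein control and DMSO vehicle.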
TRPV1 ag = agonists of human vanilloid receptor 1 (TRPV1). 320,000 tested, 0.19% active. Q8NER1. TRPV1-expressing cells, Fluo-8 calcium influx, agonist mode. activation, % at 8.33 µM. AID 540275; in the data active = activation above about 80%; inconclusive = between about 30% and that limit; note: 0% is about no effect
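Cells expressing TRPV1 were dye-loaded with Fluo-8 and read kinetically: 10 s baseline, 3 min after compound (agonist portion), then 2 min after EC20 capsaicin (allosteric enhancer portion). Calcium-bound dye fluorescence at 480/520 nm.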
Eya2 inh = Eya2 (human) phosphatase inhibition | 330,000 tested, 0.006% active | Potency, µM (titrated, usually from 76.9 µM), for inactives: at the highest dose activity, negative = inhibition, most hits filed as inhibitors | recombinant Eya2, OMFP fluorescence dephosphorylation (OMFP is methylfluorescein phosphate) | O00167; note: potency is the fitted concentration of half-maximal effect; % is set by controls: 0 for no effect and ±100 for the full control effect
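Eya2 protein (added as 0.2 uM solution) was preincubated with compound for 10 min at ambient temperature in 50 mM HEPES pH 7.5, 50 mM NaCl, 5 uM MgCl2, 0.05% BSA, 1 mM DTT. OMFP (added at 50 uM) then reacted 10 min; fluorescence read at 485/525 nm.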
uPA surface inh = blocks generation of uPA at the cell surface; AID 540303; 330,000 tested, 0.31% active; cell surface uPA generation assay, qHTS; Potency, µM (doses to about 38.3 µM), for the others: top-dose activity change, negative = inhibition, actives largely listed as inhibitors; active = well fitted inhibition curve with a large enough effect; inconclusive = small, poorly fitted or top-dose-only effect; inactive = no such curve, though single readings can be large or run the other way; tested in mouse RAW 264.7 cells; note: potency is the fitted concentration of half-maximal effect; % is set by controls: 0 for no effect and ±100 for the full control effect; nearly all actives have a fitted effect of over 55% in size
p53 reactivation = re-activators of mutant p53. H1299 p53-A138V BP100-luciferase reporter, luminescence, 24 h. Potency, µM (top dose mostly 92.2 µM), without a hit: top-dose activity change, positive = activation, usual class: activators. 320,000 tested, 0.063% active. AID 504706; note: potency is the fitted concentration of half-maximal effect; % of control where 0% means no effect; nearly all actives have a fitted effect of over 45% in size
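H1299 (p53-null), stable ts p53-A138V + BP100-Luc; 1000 cells/well, Opti-MEM/10% FBS; cpd 4 pt, 1:5; 24 h, 37 deg C, 5% CO2; detection reagent 10 min RT; luminescence.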
B2AR arrestin = recruits beta-arrestin to the human beta2-adrenergic receptor; Potency, µM (titrated, usually from 46.1 µM), for the others: top-dose activation, most hits filed as activators; P07550; 330,000 tested, 0.02% active; beta-arrestin recruitment to beta2AR, cell-based reporter;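 note: potency is the fitted concentration of half-maximal effect; 0% = DMSO controls and full agonism = EC100 isoproterenol or metaproterenol; nearly all actives have a fitted effect of over 65% in size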
Target sequence (P07550 whole entry, looked up): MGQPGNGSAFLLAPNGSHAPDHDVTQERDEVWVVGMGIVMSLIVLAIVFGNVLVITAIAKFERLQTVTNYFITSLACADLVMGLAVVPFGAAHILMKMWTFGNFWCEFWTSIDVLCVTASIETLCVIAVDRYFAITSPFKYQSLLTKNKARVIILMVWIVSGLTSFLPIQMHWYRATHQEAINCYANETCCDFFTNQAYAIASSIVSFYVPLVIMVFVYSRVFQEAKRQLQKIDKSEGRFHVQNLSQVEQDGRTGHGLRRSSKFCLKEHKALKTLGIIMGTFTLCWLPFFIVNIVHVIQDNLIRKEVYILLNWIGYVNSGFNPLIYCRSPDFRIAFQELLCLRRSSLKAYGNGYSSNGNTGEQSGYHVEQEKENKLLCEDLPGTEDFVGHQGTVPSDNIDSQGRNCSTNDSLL
USP2a inh = blocks human ubiquitin-specific protease USP2a; O75604; USP2 core, Ub-CHOP2 coupled fluorogenic reporter, 485/531; Potency, µM (titrated, usually from 38.3 µM), inactives show top-dose activity change, negative = inhibition, actives largely listed as inhibitors; 330,000 tested, 0.01% active; AID 463254;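 note: potency is the fitted concentration of half-maximal effect; plate controls were DMSO wells for no effect and full inhibition by NEM control for full effect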
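Deubiquitinase activity read as fluorescence (485/531 nm) after Ub-CHOP2 cleavage activates the enterokinase reporter on its substrate; USP2 core 10nM, Ub-CHOP2 and substrate 25nM each, 30min compound preincubation then 60min RT; data normalized to NEM, curves fitted.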
Starred values were filed as active, the others as inactive; ? = inconclusive; · = no result given; [ ] = dose if it differs, or a comment. Unless noted, calls come from the whole dose curve; as a rule, active = well fitted curve in the direction sought with a large enough effect; inconclusive = small, poorly fitted or top-dose-only effect, or another doubt; inactive = no such curve, though single readings can be large; an effect the other way counts as inactive or inconclusive.

Results follow in this order: a7 integrin act	ELG1 genotox	TSG101-PTAP inh	S-ASM inh	BRCA1 expr act	TRPV1 ag	Eya2 inh	uPA surface inh	p53 reactivation	B2AR arrestin	USP2a inh
1	CS(=O)(=O)N1CCc2ccc(NC(=O)C3CCCO3)cc2C1 (centres undefined)
    4.0%	6.3%	-1.7%	-1.9%	10.2%	2.1	-3.4%	4.5%	7.5%	-0.1%	1.2%
2	COc1ccc(C2(c3ccc(OC)cc3)NC(=O)N(CC(=O)NC3(C#N)CCCCC3)C2=O)cc1
    7.1%	-0.3%	-9.9%	-4.8%	-17.2%	-3.4	10.3%	5.5%	15.1%	-0.1%	2.5%
3	COC(=O)c1ccc(C(=O)N2CCCC(Nc3ccc(F)c(F)c3)C2)cc1 (centres undefined)
    -4.0%	0.1%	·	-0.9%	-12.2%	?	9.5%	5.8%	-10.9%	0.5%	7.2%
4	CCc1c(C)nc2cc(-c3ccc(OC)c(OC)c3)nn2c1NCC1CC1
    -15.8%	-19.7%	-0.7%	-8.6%	-42.5%	-6.0	-38.1%	-10.7%	8.5%	-0.4%	-3.4%
5	CCCCC(CC)CN1C(=O)/C(=C/c2ccncc2)SC1=S (centres undefined)
    -21.3%	-4.1%	-3.1%	?	-9.5%	-1.2	-4.8%	5.2%	12.0%	0.1%	0.9%
6	Cc1cc(C)c(NC(=O)CN(C2CCCCC2)C2CCCCC2)c(C)c1
    -7.2%	-3.5%	-0.2%	-4.1%	-6.2%	20.1	14.1%	0.2%	-4.5%	-0.2%	1.3%
7	O=C(c1ccoc1)N1CCC2(CC1)Oc1ccc(Cl)cc1C(=O)C21CC(c2ccc(Cl)cc2)=NO1 (centres undefined)
    14.1%	-1.0%	·	-11.0%	-20.5%	0.9	3.3%	14.1%	-0.3%	2.8%	0.4%
8	COc1ccc(S(=O)(=O)Nc2c(NC3CCCCC3)c3ccccc3oc2=O)cc1
    -8.0%	-7.8%	-5.3%	39.1%[activator]	-8.5%	23.9	5.3%	-0.3%	-14.1%	0.2%	0.9%
9	Cc1ccc(-c2nc3cnccn3c2Nc2ccccc2)o1
    -25.0%	8.0%	-3.5%	·	-1.9%	·	-9.3%	-12.7%	?	4.7%	1.9%
10	COc1ccc(C(O)P(=O)(OC(C)C)OC(C)C)cc1OC (centres undefined)
    6.5%	0.3%	-1.6%	-0.5%	18.3%	8.1	-2.0%	2.3%	11.0%	-0.8%	-7.5%
11	C/C(=N\NC(N)=S)C12CC3CC(CC(C3)C1)C2
    -17.8%	-5.6%	0.2%	0.3%	-39.7%	10.1	-25.7%	-20.5%	7.0%	0.2%	2.0%
12	CNc1cc(N2CCN(S(=O)(=O)N(C)C)CC2)ccc1[N+](=O)[O-]
    1.7%	0.2%	-0.8%	-11.4%	-2.7%	2.5	-9.1%	-6.9%	2.8%	-0.2%	0.2%
13	COc1ccc(NC(=O)c2ccc(NCC3CCCO3)c([N+](=O)[O-])c2)cc1 (centres undefined)
    24.8%	0.0%	-5.5%	-2.7%	0.0%	6.8	-9.4%	1.3%	1.0%	0.3%	2.8%
14	COc1ccc(N2C(=O)C3C(c4ccc(C(=O)O)cc4)NC(Cc4ccccc4)(C(=O)O)C3C2=O)c([N+](=O)[O-])c1 (centres undefined)
    -15.4%	0.6%	-0.3%	6.2%	-0.4%	-0.1	4.7%	2.9%	11.1%	0.3%	-0.3%
15	O=C(Nc1ccc(Cl)cc1Cl)NC1CCN(S(=O)(=O)c2ccc(F)cc2)CC1
    -13.9%	-10.8%	0.7%	-3.2%	0.0%	-1.1	-5.6%	0.0%	1.0%	-0.8%	1.5%
16	Cc1ccc(NC(=O)C2CC(=O)N(C(C)c3ccccc3)C2)cc1 (centres undefined)
    -9.8%	-1.6%	-2.0%	0.6%	-31.9%	21.5	4.9%	-0.9%	-1.9%	0.0%	4.6%
17	CCOC(=O)N1CCC(Nc2c(NCCCN(C)Cc3ccccc3)c(=O)c2=O)CC1
    -1.3%	0.3%	-0.9%	6.5%	0.0%	-1.5	-6.3%	9.1%	-0.3%	-0.2%	-5.9%
18	c1coc(CN=C2NC(=NCc3ccco3)c3ccccc32)c1
    -2.3%	-8.1%	-4.5%	1.7%	-9.3%	-6.2	-9.8%	-5.8%	11.6%	-1.0%	-0.8%
19	Cc1ccc(-n2nnnc2SCC(=O)Nc2ccc(N3CCN(C)CC3)cc2)c(C)c1
    -49.5%[inhibitor]	-1.4%	3.1%	2.7%	-28.2%	5.4	13.0%	7.5%	0.4%	-1.0%	-1.4%
20	C=CCC(CC=C)(NC(=O)c1ccccc1)c1ccccc1
    -23.8%	-2.7%	-2.3%	0.6%	-7.7%	4.8	-10.3%	8.8%	-3.3%	0.0%	0.3%
21	Cc1cccc(NC(=O)CSCc2cc(=O)n3ccsc3n2)c1C
    ?	2.2%	-4.6%	-2.1%	11.3%	3.5	-4.9%	6.6%	7.1%	0.1%	4.0%
22	CCNC(=S)N1CCN(S(=O)(=O)c2ccc(C)c(C)c2)CC1
    -8.7%	-4.7%	-1.4%	1.5%	1.7%	11.8	1.8%	4.2%	-1.0%	0.0%	2.8%
23	Cc1nn(C)c(Cl)c1C(N)=O
    6.2%	-3.1%	-6.3%	2.9%	17.1%	-11.3	-9.2%	1.9%	8.0%	-1.0%	0.9%
24	COc1cc2c(cc1OC)C(C)N(S(=O)(=O)c1ccc(Cl)nc1)CC2 (centres undefined)
    -3.4%	0.0%	-2.9%	-0.8%	-35.5%	-0.8	3.4%	13.9%	-1.9%	-0.6%	1.5%
25	O=C1C(=O)N(c2ccccn2)C(c2cccc(F)c2)/C1=C(/O)c1ccccc1 (centres undefined)
    ?	-2.4%	-6.8%	6.3%	1.4%	-4.5	-1.3%	-9.8%	-1.1%	0.3%	0.9%
26	CCc1ccc(NC(=O)C2CCCN(S(C)(=O)=O)C2)cc1 (centres undefined)
    9.4%	3.0%	-1.1%	7.6%	21.0%	6.6	2.5%	0.6%	10.8%	-0.3%	2.1%
27	COc1cccc2c1Oc1ncccc1N(C(=O)CCC(=O)NCc1cccc(C)c1)C2
    0.0%	5.3%	-4.5%	-10.0%	1.7%	0.4	-0.7%	2.0%	-6.3%	-1.0%	0.7%
28	CC(=O)c1cccc(NC(=O)C2CCN(S(=O)(=O)c3ccccc3)CC2)c1
    -3.0%	-0.6%	-3.7%	-1.9%	-27.4%	?	13.5%	·	0.3%	-1.5%	0.6%
29	CCC(=O)NC(C)c1nc2ccccc2n1C (centres undefined)
    5.1%	-3.1%	-4.4%	-2.9%	7.4%	2.7	5.7%	-1.9%	17.3%	?	-0.6%
30	COc1cc2c3nnc(-c4ccc(F)cc4)c-3cn(Cc3cccc(C)c3)c2cc1OC
    21.9%	?	?	93.4%[activator]	-9.5%	-2.4	?	9.6%	3.2%	-0.3%	3.0%
31	COc1ccc(C(=O)N/C(=C\c2cn(S(=O)(=O)N(C)C)c3ccccc23)C(=O)N2CCOCC2)cc1
    -28.3%	-1.9%	-4.3%	-4.5%	-3.1%	0.5	-9.8%	3.0%	-5.4%	0.3%	2.4%
32	CC(=O)Nc1ccc(NC(=O)c2nc(-c3ccccc3)oc2C)cc1
    9.9%	-2.7%	-0.3%	0.3%	24.3%	30.0	2.8%	-2.0%	-0.3%	0.0%	-7.4%
33	CN(CCO)c1cc(N2CCCCC2)c2nonc2c1[N+](=O)[O-]
    20.5%	2.2%	-2.8%	-10.0%	-33.6%	-8.5	-0.6%	-3.2%	-6.6%	0.1%	-2.7%

Limited to TRPV1 ag, USP2a inh and BRCA1 expr act, for some of the entries so far:
item	Compound	TRPV1 ag	USP2a inh	BRCA1 expr act
27	COc1cccc2c1Oc1ncccc1N(C(=O)CCC(=O)NCc1cccc(C)c1)C2	0.4	0.7%	1.7%
28	CC(=O)c1cccc(NC(=O)C2CCN(S(=O)(=O)c3ccccc3)CC2)c1	?	0.6%	-27.4%
